NPSR antag – qHTS Assay for Antagonists of the Neuropeptide S Receptor: cAMP Signal Transduction | CHO-NPSR cells, cAMP TR-FRET, antagonist mode | Q6W5P4 | Potency, µM (top dose mostly 38.3 µM), for inactives: top-dose activity change, negative = inhibition, actives largely listed as inhibitors | hit rate 1% among 220,000; note: potency is the fitted concentration of half-maximal effect; % is set by controls: 0 for no effect and ±100 for the full control effect; nearly all actives have a fitted effect of over 50% in size; many of its hits are not listed in these tables
Target sequence (Q6W5P4 whole entry, looked up): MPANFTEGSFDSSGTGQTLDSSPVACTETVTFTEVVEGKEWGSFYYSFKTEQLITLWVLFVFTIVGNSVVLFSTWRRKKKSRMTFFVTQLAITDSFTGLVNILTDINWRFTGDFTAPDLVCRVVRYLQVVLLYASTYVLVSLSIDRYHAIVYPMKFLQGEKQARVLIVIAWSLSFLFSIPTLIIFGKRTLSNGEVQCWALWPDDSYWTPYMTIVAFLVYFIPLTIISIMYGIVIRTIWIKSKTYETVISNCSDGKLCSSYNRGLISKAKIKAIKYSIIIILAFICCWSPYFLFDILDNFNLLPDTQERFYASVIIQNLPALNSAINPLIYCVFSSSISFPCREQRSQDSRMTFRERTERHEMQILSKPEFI
IMPase Li cell – qHTS Assay for Identifying the Cell-Membrane Permeable IMPase Inhibitors: Potentiation with Lithium. Potency, µM (doses to about 59.4 µM), inactives show top-dose activity, negative = IMPase inhibition, most hits filed as inhibitors. hit rate 0.35% among 210,000. CHO-M1 cells, IP1 TR-FRET (IP-One), carbachol + lithium;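 note: IP1 builds up when IMPase is blocked and the TR-FRET signal falls; potency is the fitted concentration of half-maximal effect; plate controls were basal vehicle for no effect and high inhibitor control for full effect; nearly all actives have a fitted effect of over 50% in size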
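IP1 accumulation measured by competitive TR-FRET in lysed CHO-M1 cells after 30 min compound exposure at 37C, with a small lithium addition to potentiate weak responses. Hill-equation AC50 from ratio and donor-channel data.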
HTT aggregate – qHTS Multiplex Assay to Identify Dual Action Probes in a Cell Model of Huntington: Aggregate Formation (GFP); PC12 HttQ103-GFP aggregates, Acumen cytometry, 40 h; Potency, µM (top dose mostly 46.1 µM), without a hit: at the top dose activity change, negative = inhibition, usual class: inhibitors; hit rate 1.1% among 220,000; AID 1688, 2009; note: potency is the fitted concentration of half-maximal effect; % is set by controls: 0 for no effect and ±100 for the full control effect; nearly all actives have a fitted effect of over 60% in size
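PC12 cells stably carrying ecdysone-inducible HTT exon 1 Q103–GFP were induced with tebufenozide (100 nM final) and treated with library compounds in titration. GFP aggregates in lysates were counted by laser scanning cytometry.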
LMNA splice mod – qHTS Assay for Modulators of Lamin A Splicing | HeLa LMNA splicing GFP/RFP minigene ratio, 48 h | Potency, µM (titrated, usually from 46.1 µM), for inactives: at the highest dose ratio change, negative = inhibition, hits mostly inhibitors | hit rate 0.01% among 200,000 | AID 1487, 2009; active = well fitted inhibition curve with a large enough effect in the signal ratio, with a control signal flat, not every such curve was filed as active; inconclusive = small, poorly fitted or top-dose-only effect, or effect the other way, or a change in a side signal; the % refers to the signal ratio; note: potency is the fitted concentration of half-maximal effect; % is set by controls: 0 for no effect and ±100 for the full control effect
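S3 HeLa stable clones carrying a lamin A-EGFP splicing minigene plus DsRed2 were seeded at 600 cells/well in Opti-MEM with 2% FBS, pin-dosed and incubated 48 h at 37°C. Acumen cytometry (488 nm) gave the GFP/RFP total-intensity ratio.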
CBFb RUNX1 block – qHTS Assay for Compounds Blocking the Interaction Between CBF-beta and RUNX1 for the Treatment of Acute Myeloid Leukemia | Runt-related transcription factor 1 (Homo sapiens) + Core-binding factor subunit beta … | AlphaScreen CBFb-His/RUNX1-biotin binding, biochemical | Potency, µM (doses to about 59.8 µM), for inactives: top-dose activity, negative = inhibition, actives largely listed as inhibitors | 230,000 tested, under 10 active | AID 1477, 2009; note: % of control where 0% means no effect
Target sequence (Q01196 whole entry, looked up): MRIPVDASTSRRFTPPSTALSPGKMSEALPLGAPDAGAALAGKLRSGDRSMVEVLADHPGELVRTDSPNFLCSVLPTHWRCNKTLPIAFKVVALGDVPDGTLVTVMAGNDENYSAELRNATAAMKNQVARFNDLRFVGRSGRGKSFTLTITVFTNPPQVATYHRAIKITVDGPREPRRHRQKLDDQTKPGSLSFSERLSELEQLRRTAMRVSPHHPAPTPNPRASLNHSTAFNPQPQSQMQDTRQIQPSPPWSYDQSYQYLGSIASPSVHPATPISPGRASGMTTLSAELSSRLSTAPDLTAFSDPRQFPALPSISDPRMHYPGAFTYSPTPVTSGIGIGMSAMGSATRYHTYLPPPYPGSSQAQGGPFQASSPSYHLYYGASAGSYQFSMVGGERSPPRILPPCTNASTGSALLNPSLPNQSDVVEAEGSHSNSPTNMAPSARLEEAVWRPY
Target sequence (Q13951 whole entry, looked up): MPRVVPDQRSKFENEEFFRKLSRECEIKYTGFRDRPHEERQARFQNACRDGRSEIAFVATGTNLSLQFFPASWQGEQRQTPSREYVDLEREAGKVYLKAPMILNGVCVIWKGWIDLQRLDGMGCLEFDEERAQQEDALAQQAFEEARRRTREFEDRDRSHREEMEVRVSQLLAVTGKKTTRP
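Proteins preincubated together for 20 min at RT before compound addition; 15 min later, nickel and streptavidin beads were added and left 90 min prior to AlphaScreen measurement.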
Epigenetic reg – Quantitative High-Throughput Screen for Regulators of Epigenetic Control. murine LDR cells, GFP reporter derepression, 30 h. Potency, µM (titrated, usually from 53.9 µM), without a hit: at the top dose GFP activation, most hits filed as activators. hit rate 0.2% among 280,000. AID 1865, 2009; note: potency is the fitted concentration of half-maximal effect; % of control where 0% means no effect; nearly all actives have a fitted effect of over 60% in size
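GFP-positive cell count by laser-scanning cytometry (objects 20–120 um) after 30 h, 37 C compound exposure of murine LDR cells; reporter is CMV-GFP integrated at a silenced locus, inducible by HDAC or DNMT inhibitors.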
Luc counter – Counterscreen for Luciferase (Kinase-Glo TM) Inhibition; Kinase-Glo luciferase, ATP luminescence, 8 min; Potency, µM (top dose mostly 38.3 µM), without a hit: at the highest dose activity change, negative = inhibition, actives largely listed as inhibitors; hit rate 0.28% among 200,000; AID 1379, 2008; note: potency is the fitted concentration of half-maximal effect; % is set by controls: 0 for no effect and ±100 for the full control effect; nearly all actives have a fitted effect of over 60% in size
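Kinase-Glo luciferase light output from ATP and luciferin was measured with 10 uM ATP, within the enzyme's linear range. Buffer: 50 mM imidazole pH 7.2, 50 mM KCl, 7 mM MgCl2, 0.01% Tween 20, 0.05% BSA; luminescence read after 8 min at ambient temperature.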
Active calls of the source: *; u = inconclusive; x = no result given; & = joins results of further samples; [ ] = remark or other dose. Unless noted, calls come from the whole dose curve; as a rule, active = well fitted curve in the direction sought with a large enough effect; inconclusive = small, poorly fitted or top-dose-only effect, or another doubt; inactive = no such curve, though single readings can be large; an effect the other way counts as inactive or inconclusive. A portion of the library (hit frequency here may not be typical).

SMILES | NPSR antag | IMPase Li cell | HTT aggregate | LMNA splice mod | CBFb RUNX1 block | Epigenetic reg | Luc counter
CCN(CC)S(=O)(=O)c1cccc(NC(=O)COc2ccc(C#N)cc2OC)c1 | 10% | 8% | 14% | u | 4% | -1.8% | 1%
CC(C)(C)n1cn[nH]c1=S | 11% | x | 13%[9.22 µM] | x | 3% | -0.4% | x
Cc1ccc2oc(=O)n(CCCOc3ccccc3)c2c1 | 0%[46.1 µM] | 7%[38.3 µM] | -14% | u | 17% | -0.7% | 1%
C=CCNC(=O)/C=C/c1cccs1 | -1% | 12% | 15% | 2%[46 µM] | 16% | -1.7% | 4%
CCn1c(C)nc2cc(C(=O)NNS(=O)(=O)c3ccc(C)c(C)c3)ccc21 | -9%[46.1 µM] | 16%[38.3 µM] | 16% | -3% | 4% | 3.1% | -2%
COc1ccc(N2CCN(C(CNC(=O)c3ccc4c(c3)OCO4)c3ccco3)CC2)cc1 (configuration not stated) | -9% | 8% | -24% | u | -13% | -0.3% | 2%
CC1(C)CC(=O)C(N=Nc2c(F)cccc2F)=C(O)C1 | -26% | x | 1%[9.22 µM] | x | -1% | 3.7% | x
CCC(c1nnc(SCC(=O)Nc2ccc(S(N)(=O)=O)cc2)n1Cc1ccccc1)N(C)C (configuration not stated) | 1% | 1% | 19% | -6%[46 µM] | -1% | -4.8% | 0%
CCN1CCCC1CNCc1ccccc1OCc1ccc(F)cc1 (configuration not stated) | -2%[46.1 µM] | 35%[38.3 µM] | -9% | u | 1% | 0.0% | 1%
Cc1ccccc1-c1nc(CS(=O)CC(=O)NCCN2CCOCC2)c(C)o1 (configuration not stated) | 9%[46.1 µM] | -16%[38.3 µM] | 4% | -3% | -4% | -2.4% | -3%
CC12CCC(C(=O)Nc3ccc4c(c3)OCCO4)(OC1=O)C2(C)C (configuration not stated) | -6%[46.1 µM] | 12%[38.3 µM] | -9% | -4% | 1% | 0.8% | 0%
COc1cc2nc(C)sc2cc1SC | -5%[46.1 µM] | -16%[38.3 µM] | -1% | -2% | 7% | -5.5% | -2%
O=P(O)(CCc1ccccn1)CN1CCCCC1 | -3%[46.1 µM] | -10%[38.3 µM] | -3% | -7% | 3% | -0.7% | -2%
CC(C(=O)N1CCCc2c1c(=O)oc1ccc(O)cc21)N1CCc2ccccc2C1 (configuration not stated) | -19%[46.1 µM] | x | -1% | -2% | -30% | -3.7% | x
CCN(CC)S(=O)(=O)c1ccc(C(=O)Oc2ccc3c(c2)OCO3)cc1 | -20%[46.1 µM] | 34%[38.3 µM] | -8% | -26% | 16% | 0.9% | -1%
CCc1c(C)sc(NC(=O)Cn2nc(C(F)(F)F)c3c2CCCC3)c1C#N | -18%[46.1 µM] | 1%[38.3 µM] | -13% | u | 8% | 0.0% | 3%
FC(F)(F)c1ccccc1/C=N/N1CCN(Cc2ccccc2)CC1 | -17% | 8% | u | -9% | 4% | 4.4% | -1%
COc1ccc(S(=O)(=O)Nc2ccccc2OC)cc1C | -8%[46.1 µM] | 16%[38.3 µM] | -16% | -10% | 3% | 2.2% | 5%
Cc1onc(-c2ccccc2)c1C(=O)NC(=S)NNC(=O)c1ccncc1 | 7% | 4% | u | -22% | -10% | -1.9% | 2%
O=C(COC(=O)c1cccc2ccccc12)NCCCc1ccccc1 | 11% | -6% | 0% | -11% | 10% | 0.0% | -1%
CN1C[C@@H]2C[C@@H](c3ccc(C#CC(C)(C)O)s3)N3CCC[C@@]23C1=O | 12% | 6% | -4%[9.22 µM] | 18%[46 µM] | 2% | 3.4% | 3%
Cc1cc2cc(CNC(=S)NC3CCCCC3)ccc2n1C | -9% | 3% | u | 26%[9.22 µM] | -12% | -3.7% | 10%
O=C(CCC1CCCN(C(=O)c2ccncc2)C1)NCc1ccc(F)c(F)c1 (configuration not stated) | -13% | x | -8% | x | 22% | 1.5% | x
CN(C)C=NC(=O)c1ccc([N+](=O)[O-])c(CS(=O)(=O)c2ccc(Cl)cc2)c1 | -10%[46.1 µM] | 5%[38.3 µM] | 4% | 7% | -1% | 0.8% | -2%
CCS(=O)(=O)N1CCN(c2ccccn2)CC1 | -23%[46.1 µM] | 41%[activator][38.3 µM] | -2% | 12% | -3% | 0.0% | -5%
CCOC(=O)COc1c(/C=N\OC)cc(Cl)cc1OC | -22% | 10% | 0% | -4%[9.22 µM] | 8% | -0.1% | 2%
Cc1cc(OCCOc2cccc3cccnc23)cc(C)c1Cl | -25%[46.1 µM] | 64%[activator][38.3 µM] | -22% | u | 4% | 0.0% | -1%
Cc1noc(/C=C/N(C)C)c1S(=O)(=O)N(C)CC(=O)N1CCc2ccccc21 | -6%[46.1 µM] | 4% | 7% | -12% | 2% | 0.9% | 1%
COc1ccc(Cl)cc1Nc1nc(C)cc(=O)[nH]1 | -14%[46.1 µM] | 21%[38.3 µM] | 8% | 12% | 3% | 0.0% | -2%
N=c1c2c(-c3ccccc3)c(-c3ccccc3)n(Cc3ccccc3)c2ncn1CCO | u | 21%[38.3 µM] | u | u | 3% | 2.1% | 1%
O=S(=O)(c1ccccc1)c1nc(-c2cccs2)oc1NCCCn1ccnc1 | -7%[46.1 µM] | 13%[38.3 µM] | 5% | 9% | 1% | -0.8% | 0%
CCOc1cc2[nH]c(=O)n(CCCC(=O)NCc3ccc(OC)cc3)c(=O)c2cc1OCC | -8%[46.1 µM] | -8%[38.3 µM] | 17% | 6%[46 µM] | -1% | -1.3%&0.2% | -3%
COC(=O)c1ccc(OCC2c3cc(OC)c(OC)cc3CCN2C(=O)C2CC2)cc1 (configuration not stated) | -20%[46.1 µM] | 19%[38.3 µM] | 12% | -2% | -6% | 0.0% | 0%
CCOC(=O)CSC1=Nc2ccccc2C2=NC(CC(=O)NCc3cccs3)C(=O)N12 (configuration not stated) | -7%[46.1 µM] | 3%[38.3 µM] | -2% | 4% | 8% | -1.1% | 1%
CC1CCN(c2c(NCC3CCC(C(=O)N4CCCC(C)C4)CC3)c(=O)c2=O)CC1 (configuration not stated) | -10%[46.1 µM] | 0%[38.3 µM] | 2% | -4% | 1% | -2.8% | -3%
Cc1ccc(CNC(=O)CCc2nnc(Cc3ccc(-c4ccccc4)cc3)o2)o1 | -9% | 8% | 3%[9.22 µM] | x | -6% | -0.2% | 3%
CCOC(=O)c1sc2ccc(S(=O)(=O)N3CCOCC3)cc2c1N | -10%[46.1 µM] | x | -18% | u | 9% | -1.9% | x
COc1ccccc1NC(=O)c1nnn(Cc2ccccc2)c1NC(=O)C(F)(F)F | -12%[46.1 µM] | -2%[38.3 µM] | -2% | u | 5% | -2.5% | 3%
FC(F)(F)c1nnc2ccc(N3CCCCCC3)nn12 | -6%[46.1 µM] | -8%[38.3 µM] | u | -11% | 11% | 3.2% | 0%
O=C(O)CN1C(=O)CCS(=O)c2ccccc21 (configuration not stated) | 3%[46.1 µM] | 27%[38.3 µM] | 9% | 5% | 1% | -0.8% | 2%
CCOC(=O)C1(Cc2ccccc2)CCCN(C2CCCC2)C1 (configuration not stated) | 15% | 0% | -17%[9.22 µM] | -2%[46 µM] | 6% | 2.2% | -4%
Cc1cc(=O)oc(C)c1C(=O)NCCCN1CCN(c2ccccc2F)CC1 | -13%[46.1 µM] | 36%[activator] | 0% | -18% | -12% | -2.2% | 0%
COc1cccc2cc(C(C)N(CCCN3CCOCC3)C(=S)Nc3ccc(C)cc3)oc12 (configuration not stated) | -46% | 7% | -12% | 2%[46 µM] | -9% | 0.0% | 0%
Cc1cc([N+](=O)[O-])nn1Cc1ccc(C(=O)N/N=C/c2ccc(F)cc2)cc1 | -14% | x | 31%[9.22 µM] | x | 5% | -2.8% | x
N#C/C(=C\c1ccco1)C(=O)NCc1ccccc1 | -3% | 9% | 11% | 4%[46 µM] | 0% | -3.6% | -1%
COc1cc2c(cc1NC(=O)C(C)OC(=O)c1ccc(S(=O)(=O)Nc3ccccc3Cl)cc1)oc1ccccc12 (configuration not stated) | 47% | 20% | -29% | x | 13% | -0.7% | 3%
CC(NC(=O)c1ccco1)C(=O)N1CCc2ccccc2C1 (configuration not stated) | -1%[46.1 µM] | 12%[38.3 µM] | 0% | -7% | 10% | -1.0% | -4%
CCOC(=O)c1c(=O)n(O)c2ccc(C)cc2[n+]1[O-] | 0%[46.1 µM] | 0%[38.3 µM] | -5% | 4% | -2% | 1.5% | 0%
S=C(Nc1ccc2nc(-c3ccccn3)c(-c3ccccn3)nc2c1)N1CCOCC1 | 6% | 12% | 11%[9.22 µM] | 14%[9.22 µM] | u | 1.0% | -1%
CCOc1ccccc1O[C@@H](c1ccccc1)[C@@H]1CNCCO1 | x | 21% | -2% | x | 5%[21.7 µM] | -1.6% | -3%

Retrieved by compound from the entries so far:
SMILES | NPSR antag | IMPase Li cell | HTT aggregate | LMNA splice mod | CBFb RUNX1 block | Epigenetic reg | Luc counter
Cc1onc(-c2ccccc2)c1C(=O)NC(=S)NNC(=O)c1ccncc1 | 7% | 4% | u | -22% | -10% | -1.9% | 2%
CCn1c(C)nc2cc(C(=O)NNS(=O)(=O)c3ccc(C)c(C)c3)ccc21 | -9%[46.1 µM] | 16%[38.3 µM] | 16% | -3% | 4% | 3.1% | -2%

(continued)
SMILES | NPSR antag | IMPase Li cell | HTT aggregate | LMNA splice mod | CBFb RUNX1 block | Epigenetic reg | Luc counter
COC(=O)c1cc(NS(=O)(=O)c2ccc(NCc3cccnc3)c([N+](=O)[O-])c2)cc(C(=O)OC)c1 | -13% | -1% | 0% | -1% | -1% | -1.0% | 0%
Cc1[nH]c2ccccc2c1/C=N/NC(=O)c1cccc([N+](=O)[O-])c1 | -16% | 22% | 15% | u | -14% | -3.7% | 1%
O=C(NC1CCCCC1)C1c2ccccc2C(=O)N1Cc1ccco1 (configuration not stated) | -28%[46.1 µM] | 0%[38.3 µM] | 10% | 3% | 1% | -1.9% | 2%
Cc1ccc(-c2c(C(=O)O)c(C(=O)O)c3n2CCC3)cc1 | 10% | 5% | -8% | 5%[46 µM] | -11% | -2.8% | -2%

Source: PubChem BioAssay (National Center for Advancing Translational Sciences (NCATS))
